# MEKK3 PB1 HTS – MEKK3-MEK5 PB1 interaction, increase or decrease; Q99759; AID 1529; bead-based flow cytometry, Alexa488-MEK5 binding to MEKK3; actives lie on both sides; 0 = blocked by unlabeled MEK5, 100 = vehicle; binding response (% of control), % at 10 µM; 1.4% of 290,000 active;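 active = binding response more than 3 SD above or below the average of its plate-row segment, actives on both sides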;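 also: Alexa488 bead fluorescence after subtracting the streptavidin-only scavenger bead signal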
# PHOSPHO1 block – blocks human PHOSPHO1 phosphatase activity; Q8TCT1; recombinant PHOSPHO1, absorbance phosphatase assay; inhibition, % at 13.3 µM; 1.1% of 290,000 active; in the data active = inhibition above about 60%
# IDE cell activ – boosts human insulin-degrading enzyme activity in HEK cells; P14735; FAbeta-B cleavage, fluorescence polarization; 0% vehicle, 100% cell-free pure enzyme wells; activation, % at 5.96 µM; 0.073% of 340,000 active;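 active = activation above the mean of all tested compounds plus 3 SD, set per screening campaign, cut at about 17% in these data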
# Target sequence (P14735 whole entry, looked up): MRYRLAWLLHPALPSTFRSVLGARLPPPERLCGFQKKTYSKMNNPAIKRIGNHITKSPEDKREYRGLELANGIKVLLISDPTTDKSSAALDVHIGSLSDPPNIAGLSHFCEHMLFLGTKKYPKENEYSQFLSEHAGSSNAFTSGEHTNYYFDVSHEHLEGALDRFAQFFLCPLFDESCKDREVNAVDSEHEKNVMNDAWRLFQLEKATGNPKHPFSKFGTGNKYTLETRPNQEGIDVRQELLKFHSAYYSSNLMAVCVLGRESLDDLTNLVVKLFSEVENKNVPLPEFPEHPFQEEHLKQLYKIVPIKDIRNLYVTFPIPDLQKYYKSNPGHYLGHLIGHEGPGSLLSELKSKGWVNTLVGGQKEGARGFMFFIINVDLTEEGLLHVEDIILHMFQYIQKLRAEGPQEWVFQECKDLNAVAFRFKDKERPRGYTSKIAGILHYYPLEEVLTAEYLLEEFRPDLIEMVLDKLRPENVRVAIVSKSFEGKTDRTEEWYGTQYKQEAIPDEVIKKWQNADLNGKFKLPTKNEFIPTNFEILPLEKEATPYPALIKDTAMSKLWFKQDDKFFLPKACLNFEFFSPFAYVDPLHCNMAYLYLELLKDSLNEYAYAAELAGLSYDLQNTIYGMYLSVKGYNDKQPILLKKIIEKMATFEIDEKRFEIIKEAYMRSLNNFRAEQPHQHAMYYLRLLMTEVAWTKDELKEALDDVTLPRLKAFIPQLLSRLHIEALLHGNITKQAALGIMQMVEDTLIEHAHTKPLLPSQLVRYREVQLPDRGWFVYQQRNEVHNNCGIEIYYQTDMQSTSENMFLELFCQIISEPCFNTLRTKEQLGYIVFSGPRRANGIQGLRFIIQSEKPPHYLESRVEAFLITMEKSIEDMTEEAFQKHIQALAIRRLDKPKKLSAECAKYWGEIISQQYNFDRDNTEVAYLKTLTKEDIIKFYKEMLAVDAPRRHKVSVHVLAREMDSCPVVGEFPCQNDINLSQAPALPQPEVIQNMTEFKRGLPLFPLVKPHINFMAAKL
# VIM-2 inh – inhibitors of Pseudomonas aeruginosa VIM-2 metallo-beta-lactamase; purified VIM-2, nitrocefin hydrolysis, epi-absorbance fluorescence; inhibition, % at 5.6 µM; 0.89% of 290,000 active; AID 1527;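 active = inhibition above the mean of all tested compounds plus 3 SD, cutoff set per screening run, cut at about 7.5% in these data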;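 also: red hydrolysis product quenches plate fluorescence so inhibitors raise well fluorescence; 0% = enzyme with DMSO and 100% = DMSO without enzyme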
# NS3 helicase inh – blocks Hepatitis C virus NS3 helicase unwinding; NS3 helicase DNA unwinding, Cy5 molecular beacon fluorescence; inhibition, % at 10.9 µM; 0.56% of 290,000 active;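 active = inhibition above the mean of all tested compounds plus 3 SD, set per campaign, cut at about 35% in these data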;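 also: 0% = DMSO wells and 100% = thioflavine S control wells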
#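 System: Hepatitis C virus NS3 helicase domain fragment enzyme | Reagent: Annealed dual-labelled DNA beacon duplex, ATP-started | Compound dosing: 10.9 µM single point, 0.8% DMSO | Incubation: 1 h reaction at 25 °C, ATP-initiated | Technique: Cy5 fluorescence | Evaluation: Percent inhibition from t60/t0 fluorescence ratio | Benchmarks: Low DMSO, high thioflavine S at 110 µM | Replication: Singlicate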
# p-CIP stab down – p/CIP protein destabilization; Q05BA5; F442A p/CIP-EGFP cells, EGFP fluorescence, 16 h; decrease of EGFP signal, % at 10 µM; 0.01% of 290,000 active; AID 1984;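 active = EGFP signal decrease of at least 30% at 10 µM or well 3 SD below plate mean, unless failing retest; inactive = the rest, including hits failing retest or dose response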; also: some compounds called inactive have numbers as strong as hits; many of its hits are not listed in these tables
# FID counter – counter-screen for HCV NS3 helicase inhibitors: DNA intercalator displacement; AID 1845; inhibition, % at 7.9 µM; DNA fluorescent intercalator displacement, fluorescence; 0.17% of 290,000 active; in the data active = inhibition above about 37%;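 also: 0% = vehicle and 100% = reference compound; higher means more ethidium bromide displaced from hairpin DNA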
# SUMO HTRF inh – SUMOylation inhibition | 0.36% of 290,000 active | inhibition, % at 35 µM | HTRF SUMOylation assay, SAE1/SAE2 + UBC9, in vitro; in the data active = inhibition above about 50%, passing the limit was not always enough; also: strong numbers were not always called active
# IMP-1 inhibitor – inhibitors of Pseudomonas aeruginosa IMP-1 metallo-beta-lactamase. inhibition, % at 5.6 µM. purified IMP-1, nitrocefin hydrolysis, epi-absorbance fluorescence. 0.45% of 290,000 active;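 active = inhibition above the mean plus 3 SD of all compounds in the same screening run, cut at about 4.5% in these data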;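 also: 0% = IMP-1 with DMSO and 100% = DMSO wells lacking enzyme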
#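 system = purified recombinant IMP-1 beta-lactamase | amount = 0.2 nM IMP-1, as dispensed | medium = HEPES buffer pH 7.1 with ZnSO4 and Brij 35 | times = 25 °C, 15 min preincubation, 25 min reaction | detection = plate fluorescence quenching by hydrolysis product, ex 480/em 530 nm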
# Starred values were filed as active, the others as inactive; . = no result given.
smiles,MEKK3 PB1 HTS,PHOSPHO1 block,IDE cell activ,VIM-2 inh,NS3 helicase inh,p-CIP stab down,FID counter,SUMO HTRF inh,IMP-1 inhibitor
CCOC(=O)c1sc2nc(N3CCOCC3)c3c(c2c1N)CCN(C)C3,107,24,.,-1.2,-1,-3,11,20,-0.4
CC(C)c1ccc(CN(C(=O)/C=C/c2ccco2)C2CCS(=O)(=O)C2)cc1 (configuration not stated),93,-15,9,0.1,24,-2,-39,34,-2.3
CCc1ccc(S(=O)(=O)NCCc2csc(-c3cccnc3)n2)s1,98,-30,2,0.0,-7,-5,-22,19,-0.1
CCN(CC)S(=O)(=O)c1ccc(C(=O)NCc2ccc3c(c2)cc(C)n3C)cc1,99,-6,4,-2.0,11,-23,-40,-50,-2.9
COc1cc(C(=O)NCC(=O)OCC(=O)c2ccc[nH]2)cc(OC)c1OC,99,0,3,-3.2,-2,-3,-1,3,-2.3
O=C(CSc1nnc(-c2cccs2)o1)OCc1ccccc1,102,18,1,.,.,-4,.,31,.
OCCN1CCN(c2nc(-c3ccccc3)c3cc(Br)ccc3n2)CC1,105,5,-3,8.0*,-66,3,1,-6,-0.6
COc1cccc(C(=O)C2CCCN(C/C=C/c3ccccc3OC)C2)c1 (configuration not stated),105,48,-1,-1.5,-22,2,23,-4,-2.4
O=C(Nc1ccc(F)cc1F)c1c(C(F)(F)F)ccnc1Oc1cccc(C(F)(F)F)c1,97,-23,10,-0.8,3,7,-8,9,-1.9
C=Cn1cc[n+](CC(=O)c2ccc(OC)cc2)c1,97,5,2,-0.8,5,-4,-4,1,-4.1
Cc1csc(SCC(=O)Nc2cc(S(=O)(=O)N3CCCC3)ccc2Cl)n1,103,14,-4,-1.3,-5,-7,-15,-12,-1.7
CC1CCN(S(=O)(=O)N2CCC(C(=O)O)CC2)CC1,100,-23,4,-1.6,-3,-6,2,9,-2.2
CCOc1ccc(C(CC(=O)O)NC(=O)c2sc3ccccc3c2Cl)cc1 (configuration not stated),98,-15,4,-1.8,26,-1,-38,4,-0.5
COc1ccc(NC(=S)N(CCC(C)C)C2CCN(C(C)C)CC2)cc1Cl,99,-7,2,-3.2,-2,-2,3,-14,-1.7
COc1ccc(-c2csc(Nc3ccc(S(=O)(=O)Nc4cc(OC)nc(OC)n4)cc3)n2)cc1,118,-7,3,-4.6,-8,6,-12,-13,-2.8
Cc1nn(C)c(C(=O)N/N=C/c2cccc(Oc3ccccc3)c2)c1Br,106,23,-3,-2.0,-12,-15,-32,6,-4.3
Cc1cc(N2CCOCC2)nc2ccc(NC(=O)CCC(=O)N3CCN(c4ccc(F)cc4)CC3)cc12,95,26,3,0.1,-3,-16,-5,4,-0.5
COc1cc2c(cc1OC)CN(c1ccc(C(F)(F)F)cn1)CC2,100,32,1,-1.0,-21,-8,-19,1,-1.9
CCNc1nc(SC(C)C(=O)OC)nc(N2CCOCC2)n1 (configuration not stated),104,-10,-1,-3.8,6,-29,-7,15,-1.1
CSc1nc(C)c2c(n1)N(c1ccc(O)cc1)CC2,119,-107,9,16*,4,-6,-7,14,-3.3
COc1ccc(CC(C)N2CCN(c3ccccc3OC)CC2)cc1OC (configuration not stated),81,-9,-7,-2.8,-13,4,-2,1,-3.5
O=C(COC(=O)Cc1c(F)cccc1Cl)NCCC1=CCCCC1,94,-24,-2,-1.7,5,-3,-30,5,-1.2
COc1cc(NC(=O)COC(=O)[C@@H]2CCCN2S(=O)(=O)c2ccc(Cl)cc2)cc(OC)c1OC,104,1,3,-3.7,-4,-20,-30,16,-3.7
CCOc1ccc(NC(=O)c2ccccc2OCC(=O)c2ccccc2)cc1,101,12,2,-4.6,-2,-16,-4,3,-4.8
O=C(CCN1C(=O)S/C(=C\c2cccs2)C1=O)Nc1nccs1,99,25,-2,-2.0,8,-4,2,6,0.2
O=C(COC(=O)c1nn(-c2ccccc2)c(=O)c2ccccc12)NC1CCS(=O)(=O)C1 (configuration not stated),106,16,1,-3.7,-2,-2,3,9,-2.9
COc1ccc(CCC(=O)Nc2ccc(C)c(S(=O)(=O)N(C)C)c2)cc1OC,102,-3,-1,-1.6,-9,10,-20,-6,-3.3
CCN1CCN(C(c2cccs2)C(C)NC(=S)Nc2cc(C)ccc2C)CC1 (configuration not stated),104,33,2,-1.9,-7,-3,4,20,-2.4
COc1ccc(OCC(=O)Nc2cc3oc4ccccc4c3cc2OC)cc1,108,-9,3,0.2,1,2,0,-7,-1.0
NC(=O)C1=C[C@@H](c2coc3ccccc3c2=O)C[C@@H](OCc2ccc(CO)cc2)O1,106,12,-1,1.3,1,-11,-19,18,-1.9

# Sorted by value in NS3 helicase inh (high to low): four of the compounds above
SMILES	NS3 helicase inh
O=C(Nc1ccc(F)cc1F)c1c(C(F)(F)F)ccnc1Oc1cccc(C(F)(F)F)c1	3
COc1ccc(OCC(=O)Nc2cc3oc4ccccc4c3cc2OC)cc1	1
CCOC(=O)c1sc2nc(N3CCOCC3)c3c(c2c1N)CCN(C)C3	-1
Cc1csc(SCC(=O)Nc2cc(S(=O)(=O)N3CCCC3)ccc2Cl)n1	-5

# Further compounds follow.
smiles,MEKK3 PB1 HTS,PHOSPHO1 block,IDE cell activ,VIM-2 inh,NS3 helicase inh,p-CIP stab down,FID counter,SUMO HTRF inh,IMP-1 inhibitor
O=C(CCCN1C(=O)c2ccccc2C1=O)Nc1ccc(S(=O)(=O)N2CCOCC2)cc1,103,15,-1,-1.0,-3,-3,-6,-6,-2.8
COc1cccc(-c2nc(CS(=O)(=O)c3ccccc3)no2)c1,99,0,1,-0.8,-5,12,-13,-13,-2.5
CC(Nc1cc(N2CCOCC2)ccc1[N+](=O)[O-])c1ccccc1 (configuration not stated),94,-5,-2,-1.3,4,-7,1,-3,-1.9
COCCn1c(SCC(=O)OCc2ccccc2)nc2c1c(=O)[nH]c(=O)n2C,106,-6,6,.,.,-2,.,6,.
Fc1ccc2c(c1)C(c1ccc(N3CCOCC3)cc1)=NNC(c1cccs1)=N2,95,0,3,0.2,-7,7,-16,-16,-1.6
NS(=O)(=O)c1ccc(NC(=O)CN2C(=O)C3C4C=CC(C4)C3C2=O)cc1 (configuration not stated),101,37,0,-2.3,9,1,-1,14,-2.1
CC1(OC(=O)CCc2ccccc2)C(=O)C=C2C=C(c3ccc(C#N)cc3)N(C3CCCC3)C=C2C1=O (configuration not stated),113,31,1,.,.,-4,.,22,.
CC1(c2nnc(-c3ccc(F)cc3)o2)CC(c2ccccc2)=NO1 (configuration not stated),100,26,5,.,.,-7,.,-19,.
CCOc1cc(C=O)ccc1OCC(=O)NC(C)(C)C,99,24,5,-4.0,0,-14,-3,15,-2.9
Cc1cc(-c2n[nH]c(=S)n2/N=C/c2c[nH]c3ccccc23)n[nH]1,102,27,1,-5.0,0,-12,-3,12,-3.8
O=C1NC(=O)C(c2cccs2)(c2cccs2)N1,100,32,2,1.3,-6,-6,-5,13,-0.1
COc1cc(/C=N/NC(=O)c2nc(-c3ccccc3)n(-c3ccccc3)n2)ccc1O,102,11,-2,-3.2,-8,-6,-32,-13,-0.9
c1ccc2oc(-c3ccc4nc[nH]c4c3)nc2c1,109,-26,4,5.6,17,-9,2,5,2.8
O=C(NOC(=O)c1ccccc1F)c1ccc(OC(F)F)cc1,95,2,5,-4.2,-4,3,3,4,-1.9
CCOC(=O)C1=C(C)NC(=O)N(C(C)=O)C1c1ccc(Cl)cc1 (configuration not stated),97,-10,6,-1.1,-14,4,-11,-1,-2.4
O=C(CCN1C(=O)/C(=C\c2cccs2)SC1=S)Nc1ccc(C(=O)O)cc1,101,-21,4,-1.1,-9,-1,-20,2,-1.9
CN1CCN(C(=O)C23CC4CC(CC(C4)C2)C3)CC1,107,14,.,-0.1,-3,-3,-1,6,-1.7
Cc1cc(C)nc(SSc2nc(C)cc(C)n2)n1,110,-44,-13,-2.2,5,1,-6,13,-3.9
COc1cccc(OC)c1C(=O)OCC(=O)N(C)c1ccccc1,101,19,4,-3.5,-7,-4,-12,4,-2.0
O=C(O)c1ccc2c(=O)n3c(nc2c1)/C(=C/c1ccc(OC(F)F)cc1OC(F)F)CC3,103,36,0,-0.7,17,4,-13,18,-0.6
COc1ccc(C2=NN(C(=O)c3cccnc3)C(c3ccccc3)C2)cc1 (configuration not stated),107,-4,0,0.8,-2,-6,-21,-11,-2.6

# Profiles as entered above.
# `CCOc1cc(C=O)ccc1OCC(=O)NC(C)(C)C` is entered as MEKK3 PB1 HTS = 99; PHOSPHO1 block = 24; IDE cell activ = 5; VIM-2 inh = -4.0; NS3 helicase inh = 0; p-CIP stab down = -14; FID counter = -3; SUMO HTRF inh = 15; IMP-1 inhibitor = -2.9
# `O=C1NC(=O)C(c2cccs2)(c2cccs2)N1` is entered as MEKK3 PB1 HTS = 100; PHOSPHO1 block = 32; IDE cell activ = 2; VIM-2 inh = 1.3; NS3 helicase inh = -6; p-CIP stab down = -6; FID counter = -5; SUMO HTRF inh = 13; IMP-1 inhibitor = -0.1

# Shown field by field: part of the list above.
CC(Nc1cc(N2CCOCC2)ccc1[N+](=O)[O-])c1ccccc1 (configuration not stated)
- MEKK3 PB1 HTS: 94
- PHOSPHO1 block: -5
- IDE cell activ: -2
- VIM-2 inh: -1.3
- NS3 helicase inh: 4
- p-CIP stab down: -7
- FID counter: 1
- SUMO HTRF inh: -3
- IMP-1 inhibitor: -1.9

COCCn1c(SCC(=O)OCc2ccccc2)nc2c1c(=O)[nH]c(=O)n2C
- MEKK3 PB1 HTS: 106
- PHOSPHO1 block: -6
- IDE cell activ: 6
- VIM-2 inh: .
- NS3 helicase inh: .
- p-CIP stab down: -2
- FID counter: .
- SUMO HTRF inh: 6
- IMP-1 inhibitor: .

Fc1ccc2c(c1)C(c1ccc(N3CCOCC3)cc1)=NNC(c1cccs1)=N2
- MEKK3 PB1 HTS: 95
- PHOSPHO1 block: 0
- IDE cell activ: 3
- VIM-2 inh: 0.2
- NS3 helicase inh: -7
- p-CIP stab down: 7
- FID counter: -16
- SUMO HTRF inh: -16
- IMP-1 inhibitor: -1.6

NS(=O)(=O)c1ccc(NC(=O)CN2C(=O)C3C4C=CC(C4)C3C2=O)cc1 (configuration not stated)
- MEKK3 PB1 HTS: 101
- PHOSPHO1 block: 37
- IDE cell activ: 0
- VIM-2 inh: -2.3
- NS3 helicase inh: 9
- p-CIP stab down: 1
- FID counter: -1
- SUMO HTRF inh: 14
- IMP-1 inhibitor: -2.1

# Compound activity deposited in PubChem BioAssay by several laboratories.

# Some of the compounds tested; count on the stated rates, not on these rows.
